HIF act: HIF pathway transcriptional activation | U2OS HRE-luciferase reporter, luminescence; normalized: DMSO 0%, desferrioxamine 100% | activation, % at 7.5 µM (by protocol) | 300,000 compounds, 0.32% hits | AID 1910;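 active means mean activation of at least 10% of the iron chelator positive control signal, with at least half of replicates also reaching 10%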
AI-2 QS mod: Vibrio harveyi AI-2 quorum sensing modulation; Vibrio harveyi JMH597 AI-2 luminescence/OD600 ratio, 9 h; hits give low values; strain lacks LuxN and CqsS sensors; 0 = neutral-control median; activity change, % at 7.5 µM; 300,000 compounds, 0.4% hits; AID 2094; in the data active means activity change below about -75%, passing the limit was not always enough;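 further: luminescence divided by OD600 gain over 9 h not by final OD600 alone; inactives centre near 13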
PolyA inhibitor: yeast polyadenylation inhibition | S. cerevisiae SKY197-pL101 polyadenylation reporter, beta-gal luminescence; efflux-impaired pdr1/pdr3 knockout yeast; score 100 = 6 SD above DMSO | calls only at 12 µM | 300,000 compounds, 0.02% hits;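 active means lowest replicate activity score at least 50, where 100 means six control SD above control mean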;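 further: yeast exposed to compound for 9 h at 30 °C; higher score means more reporter readthrough which indicates perturbed polyadenylation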
MrgX1 antagonist: human MrgX1 receptor antagonism, primary screen; Q96LB2; MRGX1-HEK293 calcium flux, Fluo-4, BAM8-22 antagonism; hits give low values; B-score at 10 µM; 310,000 compounds, 1.3% hits;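 active means calcium-response B-score plate-corrected more than 3 library SD below zero, starting fluorescence within 5 deviations, no agonist response on first addition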;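 further: peak minus trough fluorescence over baseline after final BAM8-22 challenge near maximal dose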
TRPC4 block: TRPC4 (mouse) channel inhibition; Q9QUQ5; HEK293 TRPC4beta/mu-opioid, DAMGO-evoked Fluo4 calcium flux; hits give low values; B-score at 10 µM; 300,000 compounds, 0.39% hits; AID 2247;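 active means B-score over 3 SD under the library average, no early fluorescence shift, positive overall ratio signal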
Target sequence (Q9QUQ5 whole entry, looked up): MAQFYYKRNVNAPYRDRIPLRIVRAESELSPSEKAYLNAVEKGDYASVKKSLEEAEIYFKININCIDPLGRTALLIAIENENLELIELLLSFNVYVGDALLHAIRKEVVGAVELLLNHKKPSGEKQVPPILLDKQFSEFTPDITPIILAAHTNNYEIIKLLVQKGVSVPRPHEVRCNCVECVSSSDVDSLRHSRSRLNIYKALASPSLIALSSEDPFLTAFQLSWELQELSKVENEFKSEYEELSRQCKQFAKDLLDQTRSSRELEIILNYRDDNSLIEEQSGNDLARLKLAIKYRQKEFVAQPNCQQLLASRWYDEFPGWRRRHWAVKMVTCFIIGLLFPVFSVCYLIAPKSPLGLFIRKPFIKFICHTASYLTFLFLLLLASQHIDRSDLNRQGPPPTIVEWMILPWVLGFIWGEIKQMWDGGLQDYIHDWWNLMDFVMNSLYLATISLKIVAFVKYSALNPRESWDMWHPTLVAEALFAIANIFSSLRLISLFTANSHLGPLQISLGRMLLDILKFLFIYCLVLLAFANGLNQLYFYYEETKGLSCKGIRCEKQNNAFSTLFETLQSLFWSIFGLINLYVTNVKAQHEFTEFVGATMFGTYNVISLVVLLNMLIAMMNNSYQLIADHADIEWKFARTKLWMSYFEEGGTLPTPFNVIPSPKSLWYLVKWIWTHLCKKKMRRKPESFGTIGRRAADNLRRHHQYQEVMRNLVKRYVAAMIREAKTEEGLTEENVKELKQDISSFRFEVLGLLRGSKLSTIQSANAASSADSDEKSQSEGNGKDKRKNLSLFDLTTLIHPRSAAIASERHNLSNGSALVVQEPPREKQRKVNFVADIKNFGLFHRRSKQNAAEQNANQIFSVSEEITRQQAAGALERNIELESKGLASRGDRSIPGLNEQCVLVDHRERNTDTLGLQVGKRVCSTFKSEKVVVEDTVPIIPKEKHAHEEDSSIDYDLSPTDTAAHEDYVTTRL
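System: stable TRPC4beta/mu-opioid receptor HEK293 cells; Dosing: single-point compound dosing; Measured by: Fluo4 Ca2+ flux fluorescence; Read-out basis: per-well B score of integrated baseline-normalized Fluo4 ratio.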
MrgX1 ag: agonists of human MrgX1 receptor; B-score at 10 µM; Q96LB2; 310,000 compounds, 0.44% hits; MrgX1-HEK293 cells, Fluo-4 calcium fluorescence, agonist mode; hits give high values; AID 588627;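 active means calcium response B-score plate-corrected fluorescence ratio at least 3 library SD, with starting fluorescence B-score inside 5 SD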
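Assay system: MrgX1-expressing HEK293 cells / Amount: fifteen thousand cells per well / Doses: test compound in the initial addition of three / Timing: cells plated overnight, dye loaded 0.5 h 37 °C, 0.5 h room temperature / Technique: kinetic calcium dye fluorescence, Fluo-4 NW / Control set: positive and negative controls per plate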
TRPC4 PAM: TRPC4 (mouse) allosteric potentiation; Q9QUQ5; HEK293 TRPC4beta/mu-opioid, DAMGO EC20, Fluo-4 Ca2+ flux; hits give high values; B-score at 10 µM; 310,000 compounds, 0.42% hits; AID 2227;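 active means B-score of calcium response area above 5 SD of library B-scores, with initial fluorescence ratio within 5 SD of library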;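 further: B-score of integrated fluorescence ratio over time as area under calcium response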
TRPC4 agonist: activators of mouse TRPC4 channel; Q9QUQ5; B-score at 10 µM; AID 2237; HEK293 TRPC4beta/mu-opioid, Fluo4 calcium fluorescence; hits give high values; 310,000 compounds, 0.49% hits;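 active means B-score above 5 SD of library B-scores, and initial fluorescence ratio not above library mean plus 5 SD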;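 further: positive B-score marks a calcium rise read as TRPC4 activation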
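system = HEK293 cells stably co-expressing mouse TRPC4beta and mu-opioid receptor | schedule = Fluo4 dye loading 45 min at room temperature, 110 s recording | measure = B-scored integrated calcium fluorescence ratio | signal = Fluo4 calcium-sensitive dye fluorescence, kinetic, 1 Hz baseline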
TRPC6 activator: mouse TRPC6 channel activation. 310,000 compounds, 0.13% hits. B-score at 10 µM. HEK293-TRPC6 membrane potential dye fluorescence; hits give high values. Q61143;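 active means B-score of the integrated fluorescence ratio above library mean plus 3 SD, and starting fluorescence ratio within library mean plus 5 SD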;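 further: higher score means more depolarization so channel activation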
TRPC6 inhibitor: inhibitors of mouse TRPC6 channel | HEK293-TRPC6, membrane potential dye, ACh-evoked depolarization; hits give low values | B-score at 10 µM | 310,000 compounds, 1.1% hits | AID 2553;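 active means B-score under library mean minus 3 SD, initial fluorescence not abnormally high, positive integrated signal ratio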;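 further: B-score derived from integrated fluorescence ratio over the kinetic read; more negative B-score means stronger inhibition of depolarization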
MrgX1 PAM: allosterically activates human MrgX1 receptor signaling | MrgX1-HEK293, Fluo-4 calcium flux, FDSS; hits give high values | B-score at 10 µM | Q96LB2 | 310,000 compounds, 0.63% hits;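 active means plate-corrected calcium response at least 3 library SD above typical, normal starting fluorescence, not activating the receptor alone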;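 further: compound read alongside a low EC10 to EC30 dose of BAM8-22 agonist; peak minus trough fluorescence over baseline measured at the second addition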
Numbers without * were called inactive; i = inactive; x = not tested or not shown; & = joins results of further samples. An excerpt, so the mix of outcomes need not match the whole.

SMILES	HIF act	AI-2 QS mod	PolyA inhibitor	MrgX1 antagonist	TRPC4 block	MrgX1 ag	TRPC4 PAM	TRPC4 agonist	TRPC6 activator	TRPC6 inhibitor	MrgX1 PAM
COc1ccc(C(=O)NCCNc2nc3c(C)cccc3cc2C#N)cc1OC	0.2	-4	i	i	i	i	i	i	i	i	i
CCCn1c(SCC(=O)NC2CCCC(C)C2C)n[nH]c1=O (stereo not drawn)	0.1	24	i	i	i	i	i	i	i	i	i
CC1(C)CC(=O)C(CS(=O)(=O)c2ccccc2)=C(O)C1	-0.3	14	i	i	i	i	i	i	i	i	i
COc1ccc(-c2ccc([C@H]3[C@H]4C=CC[C@@H](C)[C@@H]4C(=O)N3Cc3ccccc3)c(F)c2)cc1OC	-0.5	22	i	i	i	i	i	i	i	i	i
CC1CCC2(CC1)NC(=O)N(CC(=O)c1cn(CCC#N)c3ccccc13)C2=O (stereo not drawn)	-0.2	-7	i	i	i	i	i	i	i	i	i
CCCc1nc2ccccc2n1Cc1ccccc1OC	-0.1	48	i	i	-7*	i	i	i	i	i	i
CC(C)(C)C(=O)N1CCN(c2ncnc3scc(-c4ccccc4)c23)CC1	0.5	-1	i	i	i	i	i	i	i	i	i
CCc1ccccc1N(CC(=O)N1CCCCC1)S(=O)(=O)c1ccccc1	0.2	15	i	i	i	i	i	i	i	i	i
O=C(Nc1ccc(C(=O)O)cc1)/C(=C/c1ccc2c(c1)OCO2)NC(=O)c1cccc(Br)c1	-0.4	49	i	i	i	i	i	i	i	i	i
CCOc1ccc(Cc2nnc(N)s2)cc1OCC	0.0	12	i	i	i	i	i	i	i	i	i
S=c1[nH]cc(-c2ccc(Cl)cc2)n1Cc1ccccc1	2.2	8	i	i	i	i	i	i	i	i	i
CC(=O)Nc1ccc(OCCOc2ccccc2C(C)=O)cc1	-0.1	4	i	i	i	i	i	i	i	i	i

Arranged by formula weight (rising): three of the compounds above
SMILES	HIF act	AI-2 QS mod	PolyA inhibitor	MrgX1 antagonist	TRPC4 block	MrgX1 ag	TRPC4 PAM	TRPC4 agonist	TRPC6 activator	TRPC6 inhibitor	MrgX1 PAM
CCCc1nc2ccccc2n1Cc1ccccc1OC	-0.1	48	i	i	-7*	i	i	i	i	i	i
CCCn1c(SCC(=O)NC2CCCC(C)C2C)n[nH]c1=O (stereo not drawn)	0.1	24	i	i	i	i	i	i	i	i	i
CC1CCC2(CC1)NC(=O)N(CC(=O)c1cn(CCC#N)c3ccccc13)C2=O (stereo not drawn)	-0.2	-7	i	i	i	i	i	i	i	i	i

Next records.
SMILES	HIF act	AI-2 QS mod	PolyA inhibitor	MrgX1 antagonist	TRPC4 block	MrgX1 ag	TRPC4 PAM	TRPC4 agonist	TRPC6 activator	TRPC6 inhibitor	MrgX1 PAM
Cn1c2c(c(=O)n(C)c1=O)CN(CC1CCCO1)CN2 (stereo not drawn)	1.8	29	i	i	i	i	i	i	i	i	i
CCOc1ccc(OCCC(=O)N(CCC2=CCCCC2)c2c(N)n(Cc3ccccc3)c(=O)[nH]c2=O)cc1	0.0	15	i	i	i	i	i	i	i	i	i
CCOC(=O)COn1c(=O)c(=O)n(O)c2ccccc21	-0.2	26	i	i	i	i	i	i	i	i	i
CCN(CC)C(=O)Cn1cc(C(=O)C(=O)Nc2ccc3c(c2)OCCO3)c2ccccc21	2.6	10	i	i	i	i	i	i	i	i	i
CCCCN(C)CCCNC(=O)C1CCC(CNS(=O)(=O)c2c(C)cc(C)cc2C)CC1 (stereo not drawn)	-1.1	8	i	i	i	i	12*	i	i	i	i
Brc1ccc(-c2cn3c(n2)SCC3)cc1	3.7	13	i	i	i	i	i	i	i	i	i
CN(C(=S)Nc1ccccc1F)C1(c2ccccc2Cl)CCCCC1=O (stereo not drawn)	0.0	5	i	i	i	i	i	i	i	i	i
COc1cc([N+](=O)[O-])cc2cc(C(=O)NC(C)(C)C)c(=O)oc12	-0.3	29	i	i	i	i	i	i	i	i	i
O=C(Cn1cnc2ccccc2c1=O)NCCC(=O)N1CCN(Cc2ccccc2)CC1	-0.2	5	i	i	i	i	i	i	i	i	i
C(=N\n1cnnc1)/c1cn(Cc2ccccc2)c2ccccc12	-0.5	-3	i	i	i	i	i	i	i	i	i
Cc1ccc(CNc2nc3ccccc3n2C)o1	2.6	11	i	i	i	i	i	i	i	i	i
O=C(CSc1nnc2ccccn12)Nc1ccccc1C(=O)O	0.3	11	i	i	i	i	i	i	i	i	i
CC1CCc2sc(C(=O)NCC(C)(C)N3CCOCC3)cc2C1 (stereo not drawn)	-0.3	10	i	i	i	i	i	i	i	i	i
CN(c1cccc(NC(=O)c2cccc([N+](=O)[O-])c2)c1)S(C)(=O)=O	1.1	7	i	i	i	i	i	i	i	i	i
CC(C)(C)S(=O)(=O)c1cnc(-c2cnccn2)nc1N	-0.2	28	i	i	i	i	i	i	i	i	i
CSc1ccc(/C=N/N2CCN(Cc3ccc(C)cc3C)CC2)cc1	0.1	24	i	i	i	i	i	i	i	i	i
COc1cccc(C2=NOC(C(=O)Nc3ccc(C(C)=O)cc3)C2)c1 (stereo not drawn)	x	24	i	i	i	i	i	i	i	i	i
CC(NC(=O)COc1ccccc1)C(c1ccccc1)N1CCN(C)CC1 (stereo not drawn)	0.0	26	i	i	i	i	i	i	i	i	i
Cc1cc(C)c2c(c1)/C(=N/NS(=O)(=O)c1ccccc1)CCC2	-0.2	-3	i	i	i	i	i	i	i	i	i
Cc1nc2ccccc2c(=O)n1/N=C/c1ccccc1	0.0	21	i	i	i	i	i	i	i	i	i
N/C(Cc1ccc(Cl)cc1Cl)=N\OC(=O)c1cccs1	2.5	22	i	-7.9*	i	i	i	i	i	i	i
O=C(Nc1nc2ccc(S(=O)(=O)N3CCCCC3)cc2s1)c1cccnc1	x	14	i	i	i	i	i	i	i	i	i
CCn1c(SCC(=O)N2CCCCCC2)nc2c(c1=O)SCC2	-0.3	24	i	i	i	i	i	i	i	i	i
COc1ccc([C@@H]2C[C@@H](c3ccccc3)Oc3c(C)ccc(C(C)C)c32)cc1	2.6	36	i	i	i	i	i	i	i	i	i
O=C(O)CC1S/C(=N/N=C/C=C/c2ccccc2)NC1=O (stereo not drawn)	-0.1&-0.2	28&34	i	i	i	i	i	i	i	i	i
C[C@@H](C(=O)N1CCN(Cc2ccc3c(c2)OCO3)CC1)n1nnc2ccccc2c1=O	-0.3	9	i	i	i	i	i	i	i	i	i
NC(=O)NC(=O)CSc1cccc(C(F)(F)F)c1	x	22	i	i	i	i	i	i	i	i	i
COc1ccc(-c2cc(C(=O)NNC3=NCCC3)c3c(C)nn(-c4ccccc4)c3n2)cc1	1.2	-7	i	i	i	i	i	i	i	i	i
COc1cc(/C=N/NC(=O)Cc2nnc(N)s2)cc(OC)c1OC	-0.6	16	i	i	i	i	i	i	i	i	i
O=C(NCc1ccccc1)C1=C[C@@H](c2ccccc2)C[C@@H](OCc2ccc(CO)cc2)O1	0.6	11	i	i	i	i	i	i	i	i	i
CC(=O)N(C(C)=O)c1c(N2CCCC2)c2ccccc2oc1=O	-0.4	2	i	i	i	i	i	i	i	i	i
COc1cc(NC(=S)NCCc2c[nH]c3ccccc23)c(OC)cc1Cl	-0.2	20	i	i	i	i	i	i	i	i	i
Cc1c(NS(=O)(=O)c2ccc3c(c2)Cc2ccccc2-3)c(=O)n(-c2ccccc2)n1C	-1.2	10	i	i	i	i	i	i	i	i	i
CCCOc1ccc(C(=O)NC(=S)Nc2nc(C)c(C(=O)N(C)C)s2)cc1	-0.3	12	i	i	i	i	i	i	i	i	i
Cc1ccc(NC(=O)c2onc(C)c2Cl)cc1	3.8	4	i	i	i	i	i	i	i	i	i
COCCSc1nc2c(c(=O)[nH]c(=O)n2C)n1CCC(C)C	0.3	6	i	i	i	i	i	i	i	i	i
CC1CCCN(CCCNC(=O)C2CCC(CNS(=O)(=O)c3cccc4nsnc34)CC2)C1 (stereo not drawn)	0.4	30	i	i	i	i	i	i	i	i	i
CN(NC(=O)c1ccccc1Cl)c1ncc(C(F)(F)F)cc1Cl	-0.3	-2	i	i	i	i	i	i	i	i	i
Cc1nn(C)c(C)c1CN(C)S(=O)(=O)c1ccc(F)cc1	-0.9	8	i	i	i	i	i	i	i	i	i
CCN(CC)CC(=O)Nc1nn(-c2ccccc2)nc1C(N)=O	0.3	-9	i	-7*	i	i	i	i	i	i	i
CCOC(=O)N1CCN(Cc2c(NC(=O)c3ccco3)sc(C)c2C)CC1	1.1	10	i	i	i	i	i	i	i	i	i
COc1ccc2[nH]cc(CCNC(=O)Nc3ccccc3)c2c1	0.0	3	i	i	i	i	i	i	i	i	i
Cc1ccc(Cn2nc(-c3ccccc3)nc2-c2ccccc2)cc1	4.5	20	i	i	i	i	i	i	i	i	i
COc1ccc(NC(=O)Nc2c(C)n(C)n(-c3ccccc3)c2=O)cc1	0.1	-5	i	i	i	i	i	i	i	i	i
S=C(NCCc1ccccn1)Nc1ccccc1Cl	0.1	17	i	i	i	i	i	i	i	i	i
N/C(=N\N=C\c1cccc(O)c1)c1nonc1N	0.1	-1	i	i	i	i	i	i	i	i	i
Cn1cccc1C1C(C#N)=C(N)OC2=C1C(=O)CC(C)(C)C2 (stereo not drawn)	-1.5	39	i	i	i	i	i	i	i	i	i
Cc1oc(-c2ccccc2Cl)nc1CN(Cc1ccccn1)C[C@@H]1CCC(=O)N1	-0.1	9	i	i	i	i	i	i	i	i	i
CCC(C)c1ccc(NC(=O)c2cccnc2)cc1 (stereo not drawn)	2.7	-7	i	i	i	i	i	i	i	i	i
CC(NC(=O)NNC(N)=S)(C(F)(F)F)C(F)(F)F	-0.2	0	i	i	i	i	i	i	i	i	i
COC(=O)c1sc(NC(=S)NC(=O)c2cc(OC)c(OC)c(OC)c2)nc1C	0.3	6	i	i	i	i	i	i	i	i	i
CCOc1ccc(N2C(=O)CC(N3CCN(C(=O)CN4CCCC4)CC3)C2=O)cc1 (stereo not drawn)	-0.3	7	i	i	i	i	i	i	i	i	i

High-throughput results: PubChem BioAssay, several laboratories
